Screening data (PubChem BioAssay)
Pf Dd2 inh: blocks in vitro growth of P. falciparum Dd2. P. falciparum Dd2 growth, SYBR Green, 72 h. AID 1347417. Potency, µM (top dose mostly 28.9 µM), for the others: at the top dose activity, negative = inhibition, hits mostly inhibitors. hit rate 4.3% among 120,000; active = well fitted inhibition curve with a large enough effect; inconclusive = small, poorly fitted or top-dose-only effect; inactive = no such curve, though single readings can be large or run the other way;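 also: plate controls were DMSO vehicle for no effect and reference drug for full effect; nearly all actives have a fitted effect of over 65% in size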
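Readout: SYBR Green fluorescence, 485 nm excitation, 535 nm emission, after ~16 h lysis at 37C. Before that, Dd2-infected red cells (2.5% hematocrit) grew 72 h with compound, 29 uM top final concentration.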
Active calls of the source: *; i = inactive; ? = inconclusive; & = joins results of further samples; [ ] = another dose, or the depositor's remark. Potency is read from the fitted curve at half-maximal effect.

SMILES | Pf Dd2 inh
Cc1ccc(-n2nc(CO)c(C(=O)NCc3cccnc3)n2)cc1 | i
COc1ccc(CCNC(=O)C2CCC(CNS(=O)(=O)c3ccc(C)cc3)CC2)cc1OC (stereo not drawn) | i
CCN1C(=O)CCN(C(=O)NC(C)C)CC12CCOCC2 | -16%
COC(=O)C1=CN(CC(=O)NC(C)CCc2ccccc2)S(=O)(=O)N=C1C (stereo not drawn) | i
Clc1ccccc1-c1nnc(-c2ccccc2CNc2ccccc2)o1 | ?
COc1ccc(CNc2ncnc3c2CN(C2CCNCC2)C(=O)CN3C)cc1 | 10%
COc1ccccc1CCC(=O)N1[C@@H]2CC[C@H]1CC(NC(=O)c1ccc(F)cc1)C2 (stereo partly drawn) | ?
COc1ccc(OC)c(NC(=O)CC2CCCN(c3cn[nH]c(=O)c3)C2)c1 (stereo not drawn) | i
CSCC[C@@H](C(=O)Nc1cccc(F)c1)N1Cc2ccccc2C1=O | -14%
CN1CCN(C(=O)Cn2c(-c3cccs3)cc3ccccc32)CC1 | ?
Cc1ccc(C)c(N2CCN(C(=O)c3cnn(-c4ccccc4Cl)c3C3CCN(C(=O)OC(C)(C)C)CC3)CC2)c1 | 3.5µM*
CCOc1cccc2cc(-c3nc4ccc(C(=O)O)cc4[nH]3)c(=O)oc12 | 484%[activator][5.79 µM]
Cc1cc(CNC(=O)c2cc(C(C)C)n3ncnc3n2)c2[nH]c(C)c(C)c2c1 | 8.9µM*
CCCc1nn2c(=O)cc(COC(=O)c3ccc(NC(=O)CCc4ccccc4)cc3)nc2s1 | 53%[activator]
COCCN1CC2CN(C(=O)c3ccco3)CC(C1)O2 | i
CCC(=O)Nc1cccc(C2OC(=O)N(Cc3ccc(C)cc3)C2C(=O)NCCOC)c1 (stereo not drawn) | i
O=C(NC1CC1)c1ccc(Cn2ccn3nc4c(c3c2=O)CCCC4)cc1 | ?
COc1ccc(C)cc1NC(=O)CN(C)S(=O)(=O)c1ccc2[nH]c(=O)oc2c1 | -18%
COc1ccc(NC(=O)c2cc3c(n2C)CCN(Cc2ccc(F)cc2)C3)cc1 | 2.5µM*
COc1cccc(-c2nc(SCC(=O)NCc3ccccc3)c3c(=O)n(C)c(=O)n(C)c3n2)c1 | 34%[activator]

13 compounds from above, sorted by molar mass, low to high.
SMILES | Pf Dd2 inh
COCCN1CC2CN(C(=O)c3ccco3)CC(C1)O2 | i
CN1CCN(C(=O)Cn2c(-c3cccs3)cc3ccccc32)CC1 | ?
CCOc1cccc2cc(-c3nc4ccc(C(=O)O)cc4[nH]3)c(=O)oc12 | 484%[activator][5.79 µM]
CSCC[C@@H](C(=O)Nc1cccc(F)c1)N1Cc2ccccc2C1=O | -14%
O=C(NC1CC1)c1ccc(Cn2ccn3nc4c(c3c2=O)CCCC4)cc1 | ?
COc1ccc(OC)c(NC(=O)CC2CCCN(c3cn[nH]c(=O)c3)C2)c1 (stereo not drawn) | i
Cc1cc(CNC(=O)c2cc(C(C)C)n3ncnc3n2)c2[nH]c(C)c(C)c2c1 | 8.9µM*
COc1ccc(NC(=O)c2cc3c(n2C)CCN(Cc2ccc(F)cc2)C3)cc1 | 2.5µM*
COc1ccc(CNc2ncnc3c2CN(C2CCNCC2)C(=O)CN3C)cc1 | 10%
COc1ccc(C)cc1NC(=O)CN(C)S(=O)(=O)c1ccc2[nH]c(=O)oc2c1 | -18%
COc1ccccc1CCC(=O)N1[C@@H]2CC[C@H]1CC(NC(=O)c1ccc(F)cc1)C2 (stereo partly drawn) | ?
CCC(=O)Nc1cccc(C2OC(=O)N(Cc3ccc(C)cc3)C2C(=O)NCCOC)c1 (stereo not drawn) | i
CCCc1nn2c(=O)cc(COC(=O)c3ccc(NC(=O)CCc4ccccc4)cc3)nc2s1 | 53%[activator]

(more compounds)
SMILES | Pf Dd2 inh
CCNC(=O)c1cccnc1OC1CCN(C(=O)c2ccccc2C)C1 (stereo not drawn) | -10%
Cc1noc(C)c1-c1cc2cc(CO)oc2c(-c2cccc(OC(C)C)c2)n1 | ?
O=C(NCc1ccco1)C1c2ccccc2C(=O)N(C2CCCCC2)C12CCCCC2 (stereo not drawn) | i
CCNC(=O)c1ccc(CSc2nc3ccncc3n2Cc2ccc(F)cc2)cc1 | 7.9µM*
CNC(=O)c1cccc(-c2cnc3[nH]cc(CC(=O)Nc4ccccc4C)c3c2)c1 | i
COc1ccc(C)cc1-n1c(SCC(=O)NCc2ccco2)nc2c([nH]c3ccccc32)c1=O | -3%
CN(C(=O)Cn1ccn2nc3c(c2c1=O)CCCC3)C1CCCCC1 | -7%
COc1cccc(CNC(=O)[C@@H]2C[C@@H](O)CN2C2CCN(C(=O)c3ccc(C)nc3)CC2)c1 | -14%
CCO[C@H]1CN(Cc2ccccc2OCC(=O)N2CCC(C)CC2)C[C@@H]1O | ?
Cc1ccc(CCNC(=O)c2cnc3c(-c4ccc(F)cc4)c(C)nn3c2C)cc1 | 15%
O=c1c2cc3c(cc2n(Cc2ccccc2)c(=O)n1Cc1nc(-c2ccccc2)no1)OCO3 | 34%[activator]
COc1ccccc1-c1noc(CCC(=O)N2CC[C@@](C)(O)[C@@H](O)C2)n1 | -3%
COC1CCOC2(CCN(C(=O)c3ccccn3)CC2)C1 (stereo not drawn) | 132%[activator]
COc1ccc(-c2onc(C)c2C)cc1S(=O)(=O)NCC(C)c1ccccc1 (stereo not drawn) | -5%
O=C(CSc1nc2nccnc2c(=O)n1CCc1c[nH]c2ccccc12)Nc1ccc(F)cc1 | ?
COC1CN(c2cccc(F)c2)C12CCN(S(=O)(=O)Cc1ccccc1F)CC2 (stereo not drawn) | ?
Cc1ccc(Cn2cnc3c(oc4ccccc43)c2=O)cc1 | ?
COc1ccc2c(c1)C1(CCN(S(=O)(=O)c3cccc(Cl)c3)C1)C(=O)N2C (stereo not drawn) | 11µM*
CCCS(=O)(=O)NCCc1ncc(C)n1C(C)C | ?
O=C(CCc1c[nH]c2ccccc12)N1CCN2CCS(=O)(=O)N(C3CC3)C(=O)C2C1 (stereo not drawn) | -25%
Cn1cc(CN2CCCN(S(=O)(=O)c3ccccc3)CCC(=O)NCC2)c2ccccc21 | ?
COCC(=O)N(C1CCOCC1)C1CCN(C(=O)Cc2ccc(C)cc2)CC1 | -5%
COc1ccc(CNC(=O)N2CCCCC2c2nc(-c3ccncc3)n[nH]2)cc1 (stereo not drawn) | ?
COc1ccccc1CNC(=O)CCC1N=C2c3ccccc3N=C(SCc3ccc(Cl)cc3)N2C1=O (stereo not drawn) | ?
CC(CCc1ccccc1)NC(=O)CN1C(=O)NC2(CCCCC2)C1=O (stereo not drawn) | -26%
CN1CCN(C(c2ccc(Cl)cc2Cl)c2sc3nc(-c4ccco4)nn3c2O)CC1 (stereo not drawn) | 8%
CCS(=O)(=O)N1C[C@@H](C(N)=O)[C@H](C2CCN(C)CC2)C1 | 17%
Cc1cccc(CN2CCC(N3CCCC(C(=O)NC4CC4)C3)CC2)c1 (stereo not drawn) | -23%
COC(=O)c1cn([C@H]2CO[C@H]3[C@@H]2OC[C@H]3OC(=O)Nc2ccc(C(C)(C)C)cc2)nn1 | i
COc1cccc(CNC(=O)Cc2c(C)c3cc4c(C)coc4cc3oc2=O)c1 | -3%
CN(CC1CCOC1)C(=O)Nc1ccc(F)cc1 (stereo not drawn) | i[5.79 µM]
COc1cc(OC)cc(OCc2nc3c(n2Cc2ccccc2)C(=O)N(Cc2cccc(Cl)c2)CCN3)c1 | 7.9µM*
O=C(C1CC(=O)N(c2n[nH]c3cccc(F)c23)C1)N1CCN(c2cccc(Cl)c2)CC1 (stereo not drawn) | ?
Cc1cccc(Oc2coc3cc(OCC(=O)NC4CCCCC4)ccc3c2=O)c1 | 10µM*
COc1ccc(OC)c(S(=O)(=O)N2Cc3ccccc3CC2C(=O)Nc2ccc(Cl)cc2)c1 (stereo not drawn) | i
Cn1cccc1C(=O)N1CCCCCCNC(=O)[C@@H]2CCC[C@@H]21 | ?
COc1ccc(C(=O)NC(C(=O)NC2CC2)C2CCN(C(C)=O)CC2)cc1 (stereo not drawn) | 3%
CCc1nc(NC(CCn2cncn2)c2ccccc2)c2cnn(C)c2n1 (stereo not drawn) | -11%
COc1ccc(OCc2nc3c(n2Cc2ccccc2)C(=O)N(Cc2ccccc2F)CCN3)cc1OC | ?
Cc1ccc(OCC(=O)Nc2ccc(OCc3cc(=O)n4cccc(C)c4n3)cc2)cc1C | -11%
O=C(CCOc1ccccc1)N(Cc1cccnc1)c1nc2c(F)cccc2s1 | ?
COc1ccc(OC)c(NC(=O)C2CCCN(S(=O)(=O)c3ccc4c(c3)CCCC(=O)N4)C2)c1 (stereo not drawn) | ?
COc1ccc(S(=O)(=O)c2c(Nc3ccc(F)cc3)sc(C(=O)c3ccc(C)cc3C)c2N)cc1 | ?
COc1ccc(NC(=O)c2ccc3c(c2)N(C)C2CCCCN2C3=O)cc1OC (stereo not drawn) | ?
COc1ccc(S(=O)(=O)NC(C)(C)C)cc1-c1nnc2c3ccccc3c(C)nn12 | -1%
CC(C)C(=O)N1CCC(Oc2ccccc2-c2nc(C3CC3)no2)C1 (stereo not drawn) | i
CN(Cc1ccc(C(F)(F)F)cc1)C1CCc2ccccc21 (stereo not drawn) | -8%&-2%&-10%&17%[44.1 µM]
COc1ccc(-c2nc(C)nc3c2CN([S+](=O)([O-])c2ccccc2)CC3)cc1 | 7%
COC(=O)c1ccccc1NC(=O)Cn1c(=O)nc(-c2ccccc2)c2cc(Cl)ccc21 | -3%
Oc1ccc(-c2nc3ccc(Cl)cn3c2Nc2ccc3c(c2)OCO3)cc1 | 2%

Next part
SMILES | Pf Dd2 inh
OCC1(CN2CCCC2)CCN(Cc2cccc(O)c2)CC1 | -6%
C[C@@H](O)[C@H](N)C(=O)NCc1nc(-c2cccc(F)c2)c(-c2ccccn2)[nH]1 | ?
COCC(=O)NC1CCC12CCN(C(=O)c1cc3ccccc3[nH]1)CC2 (stereo not drawn) | -22%
O=C1NCCCCCCN(Cc2ccncc2)[C@@H]2CN(C3CCOCC3)CC[C@H]12 | i
CCCCc1nc(SCC(=O)Nc2ccc(S(N)(=O)=O)cc2)n[nH]1 | -8%
CN(C)C(=O)N1CCN(c2cc(Cl)ncn2)C(=O)C1 | 0%[44.1 µM]
Cc1cc(NC(=O)Cn2ccn3nc(-c4ccccc4)c(CO)c3c2=O)no1 | ?
O=C1CC2CCN(C(=O)C3CCCCC3)CC2CCN1 (stereo not drawn) | i
O=C(NCc1ccco1)C1CCCN(c2cnn(Cc3ccccc3)c(=O)c2)C1 (stereo not drawn) | -3%
Cc1ccsc1CN1CCc2nnc([C@@H]3C[C@@H](O)CN3C)n2CC1 | 5%
Cc1noc(C)c1CCC(=O)N(C)C1CCc2nn(CC3CC3)c(=O)n2CC1 (stereo not drawn) | 23%
NS(=O)(=O)c1ccc(NC(=O)CCn2c(=O)oc3ccccc32)cc1 | 27%
O=C1NC[C@H]2CN(Cc3ccccc3)CCN12 | ?
O=C(Cn1ncn2c(cc3ccccc32)c1=O)NCc1ccc(F)cc1 | 12%
CCn1cc(CN2CCN(C(=O)c3cccs3)CC2)ccc1=O | -12%
O=C(Oc1ccc(Cl)cc1)c1cc(-c2ccc3c(c2)OCCO3)on1 | 24%
c1ccc(CNc2nc(-c3ccccc3)no2)cc1 | i
CC(=O)Nc1ccc(CN2CC(Oc3ccc(F)cc3F)C2)cc1 | ?
Cc1noc(C)c1CC(=O)N1CC(c2noc(C3CCCN3C)n2)C1 (stereo not drawn) | -11%
O=C(c1cn(CCCc2ccccc2)nn1)N1CCC(OCc2cccnc2)CC1 | -10%
COc1ccc(-c2nccc3c(=O)cc(N4CCN(C)CC4)oc23)cc1OC | i
O=C1CSc2ccccc2N1CC(=O)N1CCCCC1c1nccs1 (stereo not drawn) | -13%
CCC1=NS(=O)(=O)c2cc(NC(=O)C3CC3)ccc2N1CC(C)C | 4.5µM*
COCCNC(=O)CCCN1C(=O)COc2ccc(C(=O)COc3ccc(C)cc3Cl)cc21 | -8%
Cc1ccc(-c2cn3c(n2)CO[C@@H](CNS(C)(=O)=O)C3)cc1 | -1%[44.1 µM]
O=C1[C@H]2CN(Cc3ccc(Cl)cc3)C[C@H]2C(=O)N1CCc1ccccc1 | -13%
Cc1ccc(C2NC(=O)N(CC(=O)Nc3ccc(F)c(F)c3)C3=C2C(=O)OC3)cc1 (stereo not drawn) | i
Cc1nn2c(c1-c1ccnn1C(C)C)N(CC1CCOCC1)CCC2 | -17%[44.1 µM]
Cc1ccccc1C(=O)N1CCC2(CC1)NCc1ccccc1-n1ccnc12 | i[5.79 µM]
COc1ccc(CNC(=O)c2ccc(NC(=O)N3CC4CCCN4c4ccccc43)cc2)cc1 (stereo not drawn) | -9%
CCc1ccc(NC(=O)N(Cc2cn(CC)c3ccccc23)C2CCCCC2)cc1 | ?
COc1ccc(-c2c3c(nc4sc(C(=O)Nc5ccc(F)cc5)c(N)c24)CC(C)(C)CC3=O)cc1 | 0.56µM*
O=C(Nc1cc(Cl)cc(Cl)c1)c1ccc(F)c(S(=O)(=O)N2CCN(c3ccccc3F)CC2)c1 | ?
COCc1nncn1C1CCN(S(=O)(=O)c2ccc(OC)c(Cl)c2)CC1 | i
O=C1OC[C@@H]2CCN(CC3CC3)Cc3ccc(F)cc3N12 | i
CN1C(=O)CCC2(CNC(=O)c3cccnc3)CCCC=C12 (stereo not drawn) | 18%
CCC(=O)N1CCc2cc(Br)cc(S(=O)(=O)N3CCCC(C(=O)Nc4cc(C)ccc4OC)C3)c21 (stereo not drawn) | i
CC(=O)Nc1cccc(C(=O)N2CCC(n3cc(-c4nc(C)no4)nn3)CC2)c1 | -1%

A portion of the library; the hit share may differ from the screen's.
